DAX1 inh-1: DAX1 (NR0B1) inhibitors, primary screen, cell-based, HEK293, Gal4-DAX1, luciferase luminescence | 340,000 compounds, 0.99% hits | HEK293 Gal4-DAX1 luciferase reporter | Nuclear receptor subfamily 0 group B member 1 (Homo sapiens), P51843 | AID 504766, 2011 | inhibition, % at 6.75 µM;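 active = inhibition above the mean over all tested compounds plus 3 SD, cut at about 4.2% in these data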;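 note: 0% = DAX1-transfected cells with DMSO and 100% = empty-vector control cells with DMSO; inhibition shows as a rise in luminescence from relieved DAX1 repression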
PLC-beta3 inh: human PLC-beta3 inhibitors, primary screen, biochemical, fluorescence; 1-phosphatidylinositol 4,5-bisphosphate phosphodiesterase beta-3 (Homo sapiens), Q01970; Purified PLC-beta3, fluorogenic substrate; inhibition, % at 12.2 µM; 370,000 compounds, 0.18% hits; AID 720704, 2013; in the data active = inhibition above about 11%;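 note: 0% = median of compound wells on plate and 100% = full blocker control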
Rev-erbA mod: modulators of Rev-erb alpha DNA binding, primary screen, biochemical, FITC-DNA, fluorescence polarization, uHTS; 370,000 compounds, 0.79% hits; AID 1259318, 2017; activity, % at 10 µM; Rev-erbα–FITC-DNA binding, 90 min;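 active = activity above about 14%, limit read from the data; passing the limit was not always enough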;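 note: 0% = DMSO wells with 35 nM protein and 100% = DMSO wells with 750 nM protein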
ADAM17 inh: ADAM17 inhibitors, primary screen, biochemical, QFRET; inhibition, % at 6.95 µM; recombinant ADAM17, EDANS/DABCYL FRET peptide cleavage; Disintegrin and metalloproteinase domain-containing protein 17 (Homo sapiens), P78536; 370,000 compounds, 0.83% hits;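 active = inhibition above the mean of compounds lying between control limits plus 3 SD, set per campaign, cut at about 8.5% in these data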;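 note: 0% = DMSO-only wells as the low control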
ssDAF12 agonist: S. stercoralis DAF-12 nuclear receptor activators, primary screen, cell-based, luminescence, HEK293, GRIP1 co-expression, lit1-tk-luc | 370,000 compounds, 1% hits | activation, % at 6.8 µM | AID 652126, 2013 | HEK293 ssDAF-12/GRIP1 lit1-tk-luc reporter; % of 3 µM dafachronic acid response | Nuclear hormone receptor DAF-12 (Strongyloides stercoralis);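 active = activation above the mean over all tested compounds plus 3 SD, cut at about 0.9% in these data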;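 note: 0% = DMSO-only wells and 100% = 3 µM delta7-dafachronic acid wells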
SMARCA2 activ: SMARCA2 (BRM) function activators, primary screen, cell-based, luminescence, high throughput | MG213 cells, MMTV-luciferase reporter, dexamethasone, overnight | activation, % at 9.1 µM | AID 652017, 2013 | 370,000 compounds, 1% hits; in the data active = activation above about 7.8%;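 note: 0% = vehicle wells and 100% = reference activator wells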
MBD2 DNA inh: inhibitors of MBD2 binding to methylated DNA, primary screen, biochemical, TR-FRET, DNA-binding domain, human; 370,000 compounds, 0.31% hits; AID 686964, 2013; MBD2 binding to methylated oligonucleotide; Methyl-CpG-binding domain protein 2 (Homo sapiens), Q9UBB5; inhibition, % at 4.4 µM; in the data active = inhibition above about 13%
hgDAF12 agonist: H. glycines DAF-12 receptor agonists, primary screen, cell-based, luminescence, HEK293, GAL4 fusion, UAS-luciferase. HEK293 GAL4-hgDAF12 UAS-luciferase reporter, agonist luminescence; normalized to butyrate control. 370,000 compounds, 1.8% hits. Nuclear hormone receptor DAF-12 (Heterodera glycines), GAL4 fusion. AID 687014, 2013. activation, % at 6.8 µM;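 active = activation above a cutoff set at the mean of all screened compounds plus 3 SD, cut at about 10% in these data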;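 note: 0% = DMSO wells and 100% = sodium butyrate wells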
PLCg1 inh: PLC-gamma1 enzyme inhibitors, primary screen, biochemical, fluorescence, purified enzyme; inhibition, % at 12.2 µM; AID 720700, 2013; 1-phosphatidylinositol 4,5-bisphosphate phosphodiesterase gamma-1 (Homo sapiens), P19174; 370,000 compounds, 0.84% hits; fluorogenic substrate; in the data active = inhibition above about 9.5%
hcDAF-12 act: H. contortus DAF-12 nuclear receptor activators, primary screen, cell-based, luminescence, HEK293, lit1-tk-luc reporter; HEK293 hcDAF-12 lit1-tk-luc reporter; 0% DMSO, 100% Δ7-dafachronic acid; activation, % at 6.8 µM; 370,000 compounds, 1.4% hits;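 active = activation above the mean of all tested compounds plus 3 SD, cut at about 5.5% in these data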;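 note: 100% = response to 3 µM Δ7-dafachronic acid high control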
DAX1 inh-2: DAX1 (NR0B1) inhibitors on StAR promoter, primary screen, cell-based, luminescence, SF-1 (NR5A1), full-length DAX-1 | HEK293T StAR-luciferase reporter, SF-1/DAX-1 repression relief | inhibition, % at 6.8 µM | 370,000 compounds, 1.1% hits | AID 652010, 2013;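 active = inhibition above the mean over all tested compounds plus 3 SD, cut at about 3.6% in these data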;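 note: 0% = DAX-1 cells with DMSO and 100% = cells lacking DAX-1 with DMSO; higher inhibition means more luminescence from relief of DAX-1 repression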
An asterisk follows results filed as active; nt = not tested or not shown.

SMILES	DAX1 inh-1	PLC-beta3 inh	Rev-erbA mod	ADAM17 inh	ssDAF12 agonist	SMARCA2 activ	MBD2 DNA inh	hgDAF12 agonist	PLCg1 inh	hcDAF-12 act	DAX1 inh-2
O=C(O)CNc1nc(Cl)ccc1[N+](=O)[O-]	0.1	0	6	-4	-1.3	0	-2	0.2	1	-1.6	-0.1
COCCn1c(C)cc(/C=C(\C#N)C(=O)OCC(=O)Nc2ccc(S(N)(=O)=O)cc2)c1C	5.0*	-18	12	-2	-0.1	-2	1	7.6	-10	6.4*	-0.7
O=C(Cc1ccccc1[N+](=O)[O-])OCC(=O)c1c[nH]c2ccccc12	2.0	-7	-1	-1	0.6	5	6	6.2	-1	5.6	2.3
C/C(=N\NC1=NCCN1)c1ccccc1	nt	-3	-3	-4	-1.4	-2	-7	-1.6	2	-1.8	-0.6
Cc1cc(C)c2nc(C)cc(Nc3ccc(C(=O)NCCO)cc3)c2c1	-1.7	-34	-3	-9	-0.2	0	13	0.2	-18	3.4	0.5
O=C(Nc1ccc(F)c(Cl)c1)c1csc([C@@H]2O[C@H](CO)[C@H](O)[C@H](O)[C@H]2O)n1	nt	-8	-3	-6	-1.5	-1	5	2.6	1	-0.7	-0.8
CC(=O)NC(CCS(C)(=O)=O)C(=O)N1CCc2ccccc21 (stereo not given)	0.9	-1	-4	-4	1.0*	0	0	0.2	1	5.6*	-0.2
CCCc1c(C(=O)N2CCN(c3ccccc3OC)CC2)cnn1-c1ccccc1	-0.1	-5	5	-4	-0.7	-4	-1	-3.6	-1	-0.6	-0.2
NC(=O)C1CCCN(C(=O)CNC(=O)C23CC4CC(CC(C4)C2)C3)C1 (stereo not given)	0.4	-4	0	-2	-0.7	4	-4	0.4	2	0.0	1.0
Cc1ccccc1NC(=O)/C(C#N)=C\c1cn(CC(=O)O)c2ccccc12	nt	-10	-1	-1	-0.1	2	-1	3.4	-9	3.1	0.5
CN(C)S(=O)(=O)c1cccc(C(=O)N2CCc3ccccc32)c1	-0.7	1	-2	-3	0.0	2	0	0.9	-1	3.7	-0.4
Cc1cc(NC(=O)COC(=O)[C@H](Cc2c[nH]c3ccccc23)NC(=O)c2ccc(F)cc2)no1	-0.3	2	4	-1	-0.2	0	-6	2.7	2	1.0	0.8
CCOc1ccc(Nc2nc(N)c3ccccc3n2)cc1	-5.2	-5	-7	-3	1.4*	1	-4	8.5	0	4.0	2.0
Cc1ccc(S(=O)(=O)N2CCCCC2)cc1C(=O)N(C)CCOc1ccccc1	0.4	-6	5	-10	-1.1	-4	-6	-1.2	-5	-1.4	-1.8
Cc1noc(C)c1CSc1ccccc1C(=O)N1CCN(c2ccccc2)CC1	-0.6	0	0	-2	-1.8	-2	0	-0.1	0	-1.8	-0.7
CC[C@]12c3[nH]c4ccc(Cl)cc4c3CCN1C(=O)[C@@H](CC(=O)NCCC1=CCCCC1)C[C@@H]2C(=O)N1CCN(C(=O)C2CC2)CC1	-1.0	-4	3	-1	-1.6	-5	3	-2.8	-1	-0.5	1.3
COc1ccc(N(CC(=O)N/N=C/c2ccc(N(C)C)cc2)S(=O)(=O)c2ccccc2)cc1	-0.4	-55	-3	-54	-1.3	-1	4	-0.2	-39	-0.1	-0.3
COc1ccc(N2CCN(C(=O)c3ccc(N(C)S(=O)(=O)c4ccc(C)cc4)cc3)CC2)cc1	-2.4	-1	8	-2	-2.5	-3	2	-3.0	-1	-4.0	-1.8
CN1CCN(C(=O)c2ccc3c(c2)OCCO3)CC1	-0.3	3	4	-1	-0.9	4	2	3.2	0	-0.8	-0.2
COC(=O)C1=C(C)N(Cc2cccnc2)C(=O)C1	-0.1	-2	2	1	-1.1	-3	-4	-2.7	3	0.2	-0.6
COc1cc(C)ccc1OCc1cc(C(=O)NCc2ccncc2)no1	1.2	-11	2	-3	0.4	7	-8	11*	-5	1.8	4.7*
CC(=O)c1cc(-c2nc3ccccc3n2C)n(C)c1	-0.8	-6	-3	-6	-1.5	-5	8	0.4	-5	-2.6	0.4
Cc1cccc(S(=O)(=O)Nc2ccc(-c3nc4ccc(C)cc4s3)cc2)c1	2.9	-282	3	-390	-0.2	0	-5	22*	-218	4.5	4.2*
Cc1cc(C(=O)N/N=C/c2ccncc2)c(C)o1	4.8*	-3	-5	0	-1.1	2	-2	0.7	2	-0.9	0.2
COC(=O)[C@H]1Cc2c([nH]c3ccccc23)[C@H](c2ccccc2)N1	1.0	-6	-2	-2	0.0	-1	-5	0.1	-2	6.4*	-0.1
SMILES	DAX1 inh-1	PLC-beta3 inh	Rev-erbA mod	ADAM17 inh	ssDAF12 agonist	SMARCA2 activ	MBD2 DNA inh	hgDAF12 agonist	PLCg1 inh	hcDAF-12 act	DAX1 inh-2
CCOc1ccc(NC(=O)CN(C)C(=O)COc2cccc3c2OC(C)(C)C3)cc1OCC	1.0	-7	17	-7	-1.3	-2	4	-1.2	-4	1.9	0.5
COc1cccc(C(=O)NN2C(=S)N(c3ccccc3)C(=O)C2CC(N)=O)c1 (stereo not given)	3.6	-2	1	4	-0.2	7	-5	7.4	7	2.2	0.6
CONC(=O)Nc1ccccc1[N+](=O)[O-]	-0.4	4	-1	1	-0.7	1	-1	1.7	8	-0.8	0.7
COCCCNC(=O)CS(=O)(=O)Cc1nc(-c2ccccc2C)oc1C	0.6	6	3	3	-1.0	0	-5	-3.2	4	-1.8	-2.1
O=C(CN1C(=O)S/C(=C\c2cccc(Cl)c2)C1=O)NC1C=CS(=O)(=O)C1 (stereo not given)	0.0	-10	0	-4	-1.1	-2	0	-0.3	-2	-0.1	-0.3
COc1ccc(N(C2CSC2)S(=O)(=O)c2ccccc2)cc1	0.3	-3	5	2	-1.7	-2	3	-0.5	1	-2.2	-0.3
CCOC(=O)C1CCCN(C(=O)c2cn(CC)c3ccc(S(=O)(=O)N4CCCC4)cc3c2=O)C1 (stereo not given)	0.9	1	1	1	-1.5	-1	4	2.3	8	-0.9	0.5
COc1ccc(NC(=O)c2cccnc2Nc2ccc(OC)cc2)cc1	-0.7	4	4	3	-1.6	-5	-5	0.6	2	-3.0	-0.7
Cc1cccc(NS(=O)(=O)c2cccc(C(=O)N3CCCCCCC3)c2)c1	-0.5	-4	-1	1	-1.9	-2	1	-2.6	-4	0.1	-1.9
CC(C)C[C@H]1CN([C@@H](Cc2ccccc2)CN2CCC[C@H]2CN2C(=O)C(=O)NC[C@@H]2Cc2ccccc2)C(=O)C(=O)N1CC1CCCCCC1	nt	2	-2	1	-0.4	0	0	-3.5	2	-1.3	-0.2
c1ccc(CNc2nc(-c3cccs3)nc3ccccc23)nc1	0.7	-34	2	-4	-1.6	1	-5	-2.4	-22	-1.3	-0.3
Cc1cccc(NC(=O)C2CCN(S(=O)(=O)c3c(C)noc3C)CC2)c1	0.8	-4	4	-2	-0.8	-3	-1	0.6	1	-0.4	-0.1
CCCN(CCC)Cc1cc(=O)oc2ccc3ccccc3c12	nt	-49	15	-32	-0.5	-5	0	-1.2	-38	-0.9	1.9
Cn1cccc1Cc1nnc(SCC(=O)Nc2ccc(F)cc2)n1-c1ccc(F)cc1	-0.9	-4	-2	2	-1.6	0	3	0.5	-1	-2.0	0.5
CCOc1ccc(N(C(=O)c2snc(C(N)=O)c2N)C(C(=O)NC2CCCC2)c2ccncc2)cc1 (stereo not given)	2.1	-14	-2	-7	-1.1	0	7	-1.7	-7	-2.9	-0.3
COc1ccc(NC(=O)CN2C(=O)c3ccccc3S2(=O)=O)cc1S(=O)(=O)N1CCOCC1	-0.9	-3	2	-4	-0.9	1	-2	-0.5	1	0.4	0.5
C/C(=N\NC(=O)c1cc(-c2cccs2)nc2ccccc12)c1ccccn1	-0.3	-241	-1	-169	-1.2	-1	-3	1.2	-237	-1.6	-0.6
OC(CNC1CCCC1)COCCOc1ccc(Br)cc1 (stereo not given)	0.9	-8	10	-8	-0.7	-1	0	2.1	2	2.1	0.7
COc1ccc(Nc2nc(C)c3ccccc3n2)cc1	2.6	-1	-9	0	1.1*	1	-2	10	-3	6.5*	1.5
Cc1ccc(OCc2nnc(SCC(=O)Nc3cccc4ccccc34)n2Cc2ccco2)cc1	nt	1	-1	10.0*	-1.9	-3	-1	-0.5	2	-2.8	-1.0
O=C(O/N=C\c1ccc(N2CCCCC2)c([N+](=O)[O-])c1)c1cccc(C(F)(F)F)c1	0.0	-5	-4	-1	-1.4	1	-4	-0.9	1	0.4	-0.7
O=C(c1ccc(F)cc1)N1CCC(C(=O)N2CCN(S(=O)(=O)c3cccc(F)c3)CC2)CC1	0.8	-107	-5	1	-0.5	-1	-6	4.9	2	-1.1	0.5
Cn1c(=O)n(CC(N)=O)c2ccccc21	0.5	6	-1	0	-1.2	0	2	-1.9	2	0.2	0.0
CCOc1ccc2nc(NCCCNC(=O)c3cc(OC)c(OC)c(OC)c3)c(C#N)cc2c1	-0.7	-110	-4	-30	-1.1	-3	0	1.2	-80	-1.1	0.4
Cc1cc(NS(=O)(=O)c2ccc3c(c2)CCC(=O)N3)ccc1Cl	nt	-3	6	4	-1.4	nt	-3	-1.3	-1	-2.1	nt
COc1ccc(N(C(=O)c2cccc([N+](=O)[O-])c2)S(=O)(=O)c2ccc3c(c2)n(C)c(=O)n3C)cc1	1.0	-1	-1	-5	-1.1	-1	1	-1.2	4	1.7	-0.8
C=CCC[C@H](Cc1ccc(F)cc1)C(=O)OC[C@@H](Cc1c[nH]c2ccccc12)NC(=O)[C@@H](CC=C)CC(=O)N[C@@H](CO)Cc1ccccc1	0.3	5	7	11*	-1.5	-2	5	-2.3	1	-0.8	-0.8
Cc1ccc(Cl)c(OCCCN(C)Cc2ccccc2)c1	-0.3	-4	-4	-7	-1.6	-2	-6	-0.7	0	1.1	-0.3
Nc1ncnc2c1ncn2[C@@H]1O[C@H](CNC(=O)[C@H](N)Cc2cccnc2)[C@@H](O)[C@H]1O	nt	3	5	1	-0.9	0	0	1.3	3	1.9	0.0

Single values from above.
MBD2 DNA inh, COc1ccc(NC(=O)CN2C(=O)c3ccccc3S2(=O)=O)cc1S(=O)(=O)N1CCOCC1 reads -2
DAX1 inh-2, C/C(=N\NC(=O)c1cc(-c2cccs2)nc2ccccc12)c1ccccn1 reads -0.6

Screening data deposited in PubChem BioAssay by several laboratories.
